NPC1 prom act: NPC1 promoter activation; Huh7 NPC1 promoter luciferase reporter, 24 h; Potency, µM (top dose mostly 9.22 µM), inactives show at the top dose activation, usual class: activators; 2.4% of 320,000 active;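 also: % of control where 0% means no effect; nearly all actives have a fitted effect of over 60% in size; reporter is driven by a mutant NPC1 promoter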
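Quantitative HTS used a cell-based reporter: Huh7 cells stably bearing the NPC1 promoter upstream of luciferase were treated with compounds for 24 h, and promoter activation was read as luminescence.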
Rab9 prom act: activates the Rab9 promoter. Potency, µM (series often up to 9.22 µM), for inactives: at the top dose activation, negative = inhibition, usual class: activators. 2.8% of 320,000 active. Huh7 Rab9 promoter-luciferase reporter, luminescence, 24 h; also: % of control where 0% means no effect; nearly all actives have a fitted effect of over 60% in size
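Steps: seed 1500 Huh7 Rab9-luc cells per well, rest 2 h at 37 °C; add compound in DMSO; incubate 24 h; add luciferase reagent, 10 min ambient; read luminescence.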
p53 reactivator: mutant p53 re-activation in reporter cells | H1299 p53-A138V BP100-luciferase reporter, luminescence, 24 h | Potency, µM (highest dose often 92.2 µM), without a hit: at the highest dose activity change, positive = activation, actives largely listed as activators | 0.063% of 320,000 active | AID 504706; also: % of control where 0% means no effect; nearly all actives have a fitted effect of over 45% in size
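H1299 (p53-null), stable ts p53-A138V + BP100-Luc; 1000 cells/well, Opti-MEM/10% FBS; cpd 4 pt, 1:5; 24 h, 37 deg C, 5% CO2; detection reagent 10 min RT; luminescence.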
FLuc counter: counter-screen for miR-21 project: firefly luciferase inhibitors or activators | purified FLuc, Km substrates, luminescence inhibition | AID 588342 | Potency, µM (titrated, usually from 57.5 µM), for the others: at the top dose activity change, negative = inhibition, usual class: inhibitors | 6.9% of 360,000 active;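 also: plate controls were vehicle for no effect and reference inhibitor for full effect; nearly all actives have a fitted effect of over 55% in size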
Target sequence (P08659 whole entry, looked up): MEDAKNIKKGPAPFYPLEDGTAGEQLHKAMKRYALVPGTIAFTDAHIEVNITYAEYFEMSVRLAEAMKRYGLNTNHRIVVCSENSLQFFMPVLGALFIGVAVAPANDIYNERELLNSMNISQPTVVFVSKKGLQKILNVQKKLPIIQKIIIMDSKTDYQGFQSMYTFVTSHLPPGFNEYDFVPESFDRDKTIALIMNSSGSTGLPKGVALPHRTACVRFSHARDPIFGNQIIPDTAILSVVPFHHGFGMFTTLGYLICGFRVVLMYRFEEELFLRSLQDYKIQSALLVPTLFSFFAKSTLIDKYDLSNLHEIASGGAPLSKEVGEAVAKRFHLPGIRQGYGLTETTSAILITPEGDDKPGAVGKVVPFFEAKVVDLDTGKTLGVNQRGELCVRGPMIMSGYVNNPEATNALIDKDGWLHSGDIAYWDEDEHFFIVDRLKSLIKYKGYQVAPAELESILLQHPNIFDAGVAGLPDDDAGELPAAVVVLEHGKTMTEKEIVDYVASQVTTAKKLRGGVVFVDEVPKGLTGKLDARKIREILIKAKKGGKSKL
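Purified P. pyralis luciferase (10nM final) with 10uM D-luciferin and 10uM ATP (Km levels) in 50mM Tris acetate pH 7.5, 10mM Mg acetate, 0.01% Tween-20, 0.05% BSA; qHTS 6-point titration, ~60 µM downward; luminescence read.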
VP16 counter: Gal4-VP16 reporter inhibition counter-screen; Drosophila S2 Gal4-VP16 UAS-luciferase, luminescence, 20 h; Potency, µM (series often up to 53.6 µM), for the others: at the highest dose activity, negative = inhibition, most hits filed as inhibitors; 3.5% of 310,000 active; AID 2546;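 also: Gal4-VP16 expression switched on by copper sulfate through the metallothionein promoter; % is scaled to controls: 0 for no effect and ±100 for the full control effect; nearly all actives have a fitted effect of over 50% in size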
BRCA1 expr up: BRCA1 expression activation | 1.1% of 380,000 active | Potency, µM (doses to about 46.1 µM), for the others: at the top dose activation, hits mostly activators | MCF7-BRCA1-FFLuc reporter, luminescence, 48 h; response scale: scaled: vehicle 0%, 10 µM genistein 100%; also: nearly all actives have a fitted effect of over 80% in size; some results filed as inactive show a strong effect at the top dose
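Using MCF7 cells harboring a BRCA1 firefly luciferase reporter, plated 2 h before compound pinning, the screen measured luminescence after 48 h incubation. Responses were normalized to DMSO and 10 microM genistein, then fitted for concentration-effect.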
MBNL1 CUG block: MBNL1-poly(CUG) RNA binding inhibition; Q9NR56; TR-FRET MBNL1-His/biotin-(CUG)12 binding, 665/545 ratio; Potency, µM (series often up to 57.5 µM), inactives show at the highest dose activity change, negative = inhibition, hits mostly inhibitors; 0.036% of 280,000 active; active = well fitted inhibition curve with a large enough effect in the signal ratio, with a control signal flat, not every such curve was filed as active; inconclusive = small, poorly fitted or top-dose-only effect, or effect the other way, or a change in a side signal; inactive = no such curve, though single readings can be large or run the other way; the % refers to the signal ratio; also: % is scaled to controls: 0 for no effect and ±100 for the full control effect
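TR-FRET between His-tagged MBNL1 and biotin-(CUG)12 RNA, detected with Tb anti-His antibody (0.055 ng/ul) and streptavidin-XL665 (5 nM), 60 min at room temperature. Compounds titrated 92 nM to 58 uM; 665/545 nm ratio normalized to buffer and complex controls.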
ELG1 genotox: induces genotoxicity in HEK293T cells with luciferase-tagged ELG1; Potency, µM (titrated, usually from 46 µM), for the others: at the top dose activity change, positive = activation, hits mostly activators; AID 504466; HEK293T ELG1-luciferase reporter, luminescence, 16 h; 1.3% of 330,000 active; also: % of control where 0% means no effect; nearly all actives have a fitted effect of over 60% in size
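Cells (2,000/well) expressing the ELG1-luciferase fusion are dosed by pin tool and kept 16 hr at 37 °C, 5% CO2. Signal comes from ONE-Glo luciferase reagent after 30 min at room temperature.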
uPA surface inh: inhibitors of cell surface uPA generation | cell surface uPA generation assay, qHTS | Potency, µM (doses to about 38.3 µM), inactives show at the top dose activity change, negative = inhibition, actives largely listed as inhibitors | 0.31% of 330,000 active; active = well fitted inhibition curve with a large enough effect; inconclusive = small, poorly fitted or top-dose-only effect; inactive = no such curve, though single readings can be large or run the other way; tested in mouse RAW 264.7 cells; also: % is scaled to controls: 0 for no effect and ±100 for the full control effect; nearly all actives have a fitted effect of over 55% in size
CXXC DNA block: inhibitors of human MLL CXXC domain-DNA interaction | 0.037% of 290,000 active | Q03164 | Potency, µM (highest dose often 115 µM), for inactives: at the top dose activity change, negative = inhibition, hits mostly inhibitors | MLL-CXXC / FITC-HOXA9 DNA fluorescence polarization; active = well fitted inhibition curve with a large enough effect in the polarisation, with a control signal flat, not every such curve was filed as active; inconclusive = small, poorly fitted or top-dose-only effect, or effect the other way, or a change in a side signal; inactive = no such curve, though single readings can be large or run the other way; the % refers to the polarisation
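Purified MLL-CXXC (added from a 7 uM solution) was preincubated 5 min at ambient with pinned compounds in 50 mM Tris-HCl pH 7.5, 50 mM NaCl, 1 mM DTT, 0.05% BSA. Fluorescein-labeled HOX-A9 DNA (50 nM solution) followed, 30 min, then polarization read.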
RORgamma inh: ROR gamma (mouse) transcription inhibition. P51450. Drosophila S2 Gal4-RORgamma UAS-luciferase reporter, 20 h. Potency, µM (series often up to 53.6 µM), for the others: at the highest dose activity change, negative = inhibition, actives largely listed as inhibitors. 5.4% of 310,000 active. AID 2551; also: % is scaled to controls: 0 for no effect and ±100 for the full control effect; nearly all actives have a fitted effect of over 60% in size
Target sequence (P51450 whole entry, looked up, the tested form may be a part): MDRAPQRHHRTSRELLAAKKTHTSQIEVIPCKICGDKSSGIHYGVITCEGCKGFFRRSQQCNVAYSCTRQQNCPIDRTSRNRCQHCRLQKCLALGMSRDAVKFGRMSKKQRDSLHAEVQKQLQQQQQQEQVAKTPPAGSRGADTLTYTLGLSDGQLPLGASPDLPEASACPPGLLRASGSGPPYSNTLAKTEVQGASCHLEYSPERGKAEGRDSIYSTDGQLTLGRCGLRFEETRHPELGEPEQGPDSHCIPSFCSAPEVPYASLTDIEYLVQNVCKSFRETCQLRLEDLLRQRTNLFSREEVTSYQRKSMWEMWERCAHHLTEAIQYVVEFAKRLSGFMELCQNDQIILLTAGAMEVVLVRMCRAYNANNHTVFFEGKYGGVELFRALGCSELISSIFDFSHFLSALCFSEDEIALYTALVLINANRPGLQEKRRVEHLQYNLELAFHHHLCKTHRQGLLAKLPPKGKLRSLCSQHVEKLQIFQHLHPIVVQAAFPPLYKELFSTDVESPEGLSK
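Using a luciferase readout, inhibitors were identified by reduced reporter activity in Drosophila cells coexpressing a copper-inducible Gal4–ROR gamma fusion and UAS-driven Photinus luciferase, incubated 20 hr after 700 uM copper sulfate.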
Starred values were filed as active, the others as inactive; ? = inconclusive; / = not tested or not shown; [ ] = dose if it differs, or a comment. Unless noted, calls follow the shape of the dose curve; as a rule, active = well fitted curve in the direction sought with a large enough effect; inconclusive = small, poorly fitted or top-dose-only effect, or another doubt; inactive = no such curve, though single readings can be large; an effect the other way counts as inactive or inconclusive. Potency is read from the fitted curve at half-maximal effect.

Each structure is followed by: NPC1 prom act, Rab9 prom act, p53 reactivator, FLuc counter, VP16 counter, BRCA1 expr up, MBNL1 CUG block, ELG1 genotox, uPA surface inh, CXXC DNA block, RORgamma inh
CCOC(=O)COc1c(Br)cc(/C=C2\SC(=O)N(CC(=O)N3CCCC3)C2=O)cc1OC
→ -4.3%, -4.4%, -2.6%, 2.1%, 2.6%, -7.8%, 8.5%, 0.8%, 6.9%, 10.4%, -15.5%
NC(=O)c1ccc[n+](CC(=O)c2ccccc2)c1
→ -0.4%, -0.4%, -1.1%, -3.3%, -5.5%, -4.5%, 5.9%, -2.2%, -5.6%, 12.3%, 3.5%
O=C(C[n+]1ccc(C(=O)NCc2ccccc2)cc1)c1ccc(Cl)cc1
→ 0.1%, 8.7%, -5.5%, 0.3%, -2.5%, -4.7%, ?, 1.6%, -1.8%, -5.1%, 19.2%
O=C(Nc1ccc2c(c1)OCO2)C1CCN(C(=O)c2cccs2)CC1
→ -2.7%, 2.8%, -2.8%, -8.4%, -0.9%, -20.3%, 0.0%, 4.3%, 2.2%, -4.1%, -0.1%
CCCCOc1cccc(C2C(C(=O)c3cccs3)=C(O)C(=O)N2Cc2cccnc2)c1 (stereo not given)
→ 0.1%, -1.5%, 7.6%, 2.3%, -4.3%, 1.1%, 4.7%, -1.6%, -4.3%, -8.4%, 2.0%
CC(=O)Oc1ccc(N2C(=O)C3C(C2=O)C(C(=O)c2ccc(Cl)cc2)N2CCCC32)cc1 (stereo not given)
→ 2.5%, 10.5%, -13.7%, -12.5%, 14.1µM*, -86.7%[inhibitor], ?, 5.6%, -1.6%, 16.7%, -7.8%
O=C(c1ccc(-c2ccccc2)cc1)c1ccccc1C(=O)N1CCOCC1
→ -1.8%, -0.9%, -2.8%, ?, -1.9%, 9.2%, 3.9%, -4.2%, /, 0.3%, -9.9%
Cc1nnc(NNS(=O)(=O)c2ccc(Cl)cc2)[nH]c1=O
→ -1.4%, 0.8%, -5.1%, ?, 3.3%, -10.8%, -2.9%, -0.1%, 0.4%, 8.4%, -24.7%
Cc1sc2nc(SC3CCOC3=O)n(Cc3ccccc3)c(=O)c2c1C (stereo not given)
→ -2.1%, -2.7%, -0.8%, 2.9%, -1.8%, -13.4%, -1.2%, -0.3%, 2.0%, -2.1%, 33.8%
Cc1nn(CC(=O)NCCN2CCOCC2)c(C)c1[N+](=O)[O-]
→ 3.3%, 0.4%, 12.3%, -1.7%, -13.1%, 1.4%, -5.7%, -0.1%, -0.9%, -2.2%, -23.7%
CNC(=O)c1cc2cc(OC)ccc2oc1=N
→ -6.6%, 0.0%, 2.4%, -16.6%, -15.4%, 0.9%, ?, 2.4%, -2.5%, -3.4%, 6.7%
Cc1csc(SCC(=O)NCc2ccccc2)n1
→ 1.4%, -3.2%, 4.8%, 0.8%, 3.5%, 13.3%, -6.0%, -0.1%, 3.0%, 3.5%, 39.4%
Cc1cccc(C(=O)NCC(=O)Nc2ccc(S(=O)(=O)Nc3nc(C)cc(C)n3)cc2)c1
→ -2.3%, -1.0%, 1.7%, -18.2%, -8.0%, -1.8%, -3.3%, -0.1%, 7.5%, 3.1%, -0.5%
CC12CCC(=O)N1C(C(=O)N1CCN(S(=O)(=O)c3cccc(Cl)c3)CC1)CS2 (stereo not given)
→ -0.5%, -1.0%, 0.9%, -2.3%, /, 0.0%, /, 0.3%, 1.0%, /, /
O=C(NCc1ccccn1)c1ccc(N2CCCC2)c([N+](=O)[O-])c1
→ -1.2%, -0.8%, -2.2%, 0.4%, 5.6%, -2.2%, ?, 5.3%, 1.2%, 5.2%, -26.1%
CCOC(=O)C1CCN(C(=O)CCCOc2ccccc2)CC1
→ ?, ?, ?, 9.53µM*, -0.4%, 33.0%, -2.7%, ?, 7.4%, 0.9%, 35.5%
O=C(NNC1=C(C(=O)C(F)(F)F)CCC1)c1ccccc1Cl
→ -5.3%, -14.6%, ?, 1.8%, 6.31µM*, -73.0%, -4.3%, -2.5%, 0.4%, 2.3%, 5.62µM*
O=[N+]([O-])c1ccc(Nc2ccc(N3CCOCC3)cc2)c([N+](=O)[O-])c1
→ -6.0%, 8.4%, -4.4%, -11.3%, 4.4%, 18.1%, ?, 1.5%, 1.4%, 4.6%, -9.5%
Cc1[nH]c2ccccc2c1CN1CCN(c2ccccn2)CC1
→ -2.6%, -3.9%, 2.4%, -2.1%, ?, -52.1%, -1.0%, 4.9%, -8.9%, 47.7%[activator], -13.7%
CC1CCN(Cc2nnnn2CCCC(=O)NCCc2cnn(C)c2)CC1
→ -0.9%, -0.9%, -1.0%, 6.4%, 14.6%, -3.1%, -3.3%, -0.6%, 7.8%, 9.4%, -10.9%
CCOC(=O)c1sc(N)c(C#N)c1CSc1nnc(C2CC2)n1N
→ -2.0%, -1.5%, -4.5%, 6.1%, 1.3%, -0.8%, 6.2%, -0.7%, 5.8%, 21.2%, -2.1%
COc1ccc(OC)c(S(=O)(=O)N2CCC(C(=O)NC(C)c3ccccc3)CC2)c1 (stereo not given)
→ -1.3%, -0.7%, -12.4%, -0.3%, -9.4%, 21.6%, -3.4%, -5.8%, 1.2%, 16.7%, ?
Cc1ccc(NC(=O)C2CCCN2C(=O)OC(C)(C)C)cc1C (stereo not given)
→ -7.6%, -1.6%, -5.9%, -1.1%, -5.0%, 3.1%, 8.4%, 0.2%, 2.2%, -2.2%, -23.3%
O=c1c2cn[nH]c2[nH]c(=S)n1-c1ccccc1
→ -1.5%, -2.2%, -5.6%, -0.1%, 5.3%, 14.0%, -13.1%, 2.6%, -0.7%, 1.1%, -25.7%
O=C1Nc2ccc(S(=O)(=O)N3CCCC3)c3cccc1c23
→ -5.5%, -5.4%, -3.5%, 3.9%, 12.8%, -22.7%, ?, ?, -10.0%, 11.7%, ?
O=C1CSC(c2ccccc2F)N1CCN1CCCCC1 (stereo not given)
→ -6.4%, 5.0%, -1.4%, 3.1%, -4.1%, 5.8%, -3.0%, 1.4%, 1.5%, 0.8%, -8.2%
O=C(NCCN1CCCCC1)Nc1ccc(Cl)cc1
→ -1.4%, -1.4%, /, -2.4%, 3.1%, 20.7%, 1.0%, -0.4%, 0.0%, -10.6%, 3.2%
CC12CCC(=O)N1C(C(=O)Nc1ccc(F)cc1)CS2 (stereo not given)
→ 0.4%, -0.2%, -15.5%, 1.4%, 6.8%, 0.0%, -9.9%, 1.5%, 7.5%, 35.3%[activator], -1.9%
O=C(C1CCN(S(=O)(=O)c2ccccc2F)CC1)N1CCN(Cc2ccc3c(c2)OCO3)CC1
→ -8.0%, -6.7%, -0.6%, 4.8%, /, -15.3%, /, -3.4%, -7.4%, /, /
CC(=O)N1CC=CC1(CC(C)C)C(=O)NCCN1CCOCC1 (stereo not given)
→ -3.7%, 11.5%, ?, ?, 25.4%, 4.8%, 21.2%, 5.8%, -9.1%, -7.2%, -7.0%
Cc1ccc2c(c1)C(C)CC(C)(C)N2C(=O)NC1CCCCC1 (stereo not given)
→ 0.5%, 11.5%, ?, -5.4%, -1.6%, 8.1%, 6.5%, -0.4%, 6.0%, -2.0%, 7.8%
O=C(Nc1ccccc1Cl)Nc1cccnc1Cl
→ 7.5%, -1.4%, -0.3%, ?, 0.1%, 1.9%, 4.2%, -11.2%, -3.1%, -0.7%, 2.7%
CCC(=O)Nc1ccc(SC#N)cc1C
→ 2.5%, -1.8%, -15.4%, 3.6%, ?, -5.2%, 3.1%, -2.7%, ?, -4.7%, 12.6µM*
COc1ccc(-c2nn(CCC#N)cc2C(=O)Nc2cccc(C(=O)O)c2)cc1[N+](=O)[O-]
→ -1.3%, -1.5%, 1.8%, -1.7%, -12.2%, -10.7%, ?, -4.6%, 3.1%, 2.7%, -13.4%
O=C1CCC(C(=O)OC(C(=O)Nc2ccc([N+](=O)[O-])cc2Br)c2ccccc2)=NN1 (stereo not given)
→ -1.7%, -1.5%, 5.5%, /, /, 7.2%, /, 1.1%, -4.1%, /, /
CN(C)CCN(C(=O)c1ccc2c(c1)OCCO2)c1nc2ccc(Cl)cc2s1
→ 0.4%, -7.8%, 19.3%, ?, -5.2%, 0.0%, -4.5%, 4.2%, 5.7%, -4.2%, 13.5%

Assay outcomes: PubChem BioAssay, National Center for Advancing Translational Sciences (NCATS)

An excerpt, so the mix of outcomes need not match the whole.
